# RORg inh – blocks mouse ROR gamma transcriptional activity | Drosophila S2 Gal4-RORgamma UAS-luciferase reporter, 20 h | Potency, µM (series often up to 53.6 µM), inactives show top-dose activity change, negative = inhibition, usual class: inhibitors | 310,000 tested, 5.4% active | AID 2551; further: potency means the concentration at half of the fitted maximal effect; on the % scale 0 is the no-effect control and ±100 the full control effect; nearly all actives have a fitted effect of over 60% in size
#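 Using a luciferase readout, inhibitors were identified by reduced reporter activity in Drosophila cells coexpressing a copper-inducible Gal4–ROR gamma fusion and UAS-driven Photinus luciferase, incubated 20 hr after 700 uM copper sulfate.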
# Tb PFK inh – inhibitors of T. brucei phosphofructokinase | T. brucei PFK, ADP-Glo luminescence | 330,000 tested, 0.17% active | Potency, µM (titrated, usually from 57.5 µM), inactives show at the highest dose activity, negative = inhibition, usual class: inhibitors;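 further: potency means the concentration at half of the fitted maximal effect; 0% = uninhibited 1x PFK enzyme wells and -100% = no-enzyme wells; nearly all actives have a fitted effect of over 60% in size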
# Target sequence (O15648 whole entry, looked up): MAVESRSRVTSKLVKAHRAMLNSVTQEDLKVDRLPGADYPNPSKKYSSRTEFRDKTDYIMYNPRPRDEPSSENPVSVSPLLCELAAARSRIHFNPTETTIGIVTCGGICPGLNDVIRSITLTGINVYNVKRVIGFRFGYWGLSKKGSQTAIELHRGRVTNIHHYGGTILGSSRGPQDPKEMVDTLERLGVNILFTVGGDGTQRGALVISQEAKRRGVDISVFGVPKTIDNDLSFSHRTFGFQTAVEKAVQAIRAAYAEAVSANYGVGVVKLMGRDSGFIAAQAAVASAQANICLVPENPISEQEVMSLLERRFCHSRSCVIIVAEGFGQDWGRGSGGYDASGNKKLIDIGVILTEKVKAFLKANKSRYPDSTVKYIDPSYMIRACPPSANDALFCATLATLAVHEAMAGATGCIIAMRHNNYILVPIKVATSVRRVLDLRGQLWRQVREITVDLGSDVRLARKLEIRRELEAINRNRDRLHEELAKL
#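 In TEA buffer at pH 8.0 with 5 mM MgCl2, enzyme (1.25 nM) converted F6P (0.5 mM) and ATP (0.1 mM) for 45 min at room temperature. ADP product was read by luciferase luminescence.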
# KCNH2 3.1 block – KCNH2 3.1 (human) potassium channel inhibition; activity change, % (tested at about 1.8 µM); U2OS KCNH2 3.1, thallium flux FluxOr; active compounds read low; 340,000 tested, 0.95% active;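 active means maximum activity change below -70%; inconclusive means maximum activity change from -70% to -50%; inactive means maximum activity change above -50%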;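 further: thallium influx rate constant from kinetic fluorescence after stimulation buffer; on the % scale 0 is the no-effect control and ±100 the full control effect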
#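 Normalized rate constant (relative to positive and negative DMSO controls) derived from a 2 min kinetic fluorescence read after stimulation; U2OS cells expressing the 3.1 isoform via virus at 1.77 x 10^8 /mL.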
# ELG1 genotox – inducers of genotoxicity in HEK293T ELG1-luciferase cells; HEK293T ELG1-luciferase reporter, luminescence, 16 h; Potency, µM (doses to about 46 µM), for the others: at the highest dose activity change, positive = activation, actives largely listed as activators; 330,000 tested, 1.3% active; further: potency means the concentration at half of the fitted maximal effect; % of control where 0% means no effect; nearly all actives have a fitted effect of over 60% in size
#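 Luminescence read-out: rising ELG1-luciferase signal, reflecting elevated ELG1 protein under genetic stress, flags genotoxic compounds. Cells were treated for 16 hr at 37 °C before ONE-Glo detection.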
# uPA generation – inhibitors of cell surface uPA generation | cell surface uPA generation assay, qHTS | Potency, µM (titrated, usually from 38.3 µM), for the others: top-dose activity change, negative = inhibition, most hits filed as inhibitors | 330,000 tested, 0.31% active; active means well fitted inhibition curve with a large enough effect; inconclusive means small, poorly fitted or top-dose-only effect; inactive means no such curve, though single readings can be large or run the other way; tested in mouse RAW 264.7 cells; further: potency means the concentration at half of the fitted maximal effect; on the % scale 0 is the no-effect control and ±100 the full control effect; nearly all actives have a fitted effect of over 55% in size
# NPC1 promoter act – activates the NPC1 promoter. Huh7 NPC1 promoter luciferase reporter, 24 h. Potency, µM (titrated, usually from 9.22 µM), for the others: at the highest dose activation, hits mostly activators. 320,000 tested, 2.4% active. AID 485313;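 further: potency means the concentration at half of the fitted maximal effect; % of control where 0% means no effect; nearly all actives have a fitted effect of over 60% in size; reporter is driven by a mutant NPC1 promoter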
#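 Readout is luciferase luminescence, reflecting NPC1 promoter activation in stably transfected Huh7 cells after 24 h compound exposure at 37 °C in reduced-serum medium with 10% FBS.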
# Rab9 prom act – activates the Rab9 promoter; Huh7 Rab9 promoter-luciferase reporter, luminescence, 24 h; Potency, µM (highest dose often 9.22 µM), without a hit: at the highest dose activation, negative = inhibition, hits mostly activators; 320,000 tested, 2.8% active; AID 485297; further: potency means the concentration at half of the fitted maximal effect; % of control where 0% means no effect; nearly all actives have a fitted effect of over 60% in size
#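 Huh7 cells stably carrying Rab9 promoter–luciferase reporter, plated 1500 cells/well, compound added after 2 h and incubated 24 h at 37 °C; luciferase luminescence then read after 10 min with detection reagent.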
# FBPA coupling cs – counter-screen for Giardia aldolase inhibitors: coupling enzyme system. coupling enzyme system counterscreen, AmpLite Red fluorescence. 290,000 tested, 0.67% active. activity change, negative = inhibition, % at 58.2 µM, hits read low. AID 2472; in the data active means activity change below about -30%; further: on the % scale 0 is the no-effect control and ±100 the full control effect
#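 Counterscreen lacking aldolase: glyceraldehyde-3-phosphate coupling-enzyme reagent preincubated 10 min at RT with compound (at 57.5 uM final), then substrate/coupling system with AmpLite Red added; fluorescence read at 525/598 nm after 20 min RT.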
# Gal4-VP16 FLuc – Gal4-VP16 reporter inhibition counter-screen | AID 2546 | 310,000 tested, 3.5% active | Potency, µM (titrated, usually from 53.6 µM), for inactives: top-dose activity, negative = inhibition, usual class: inhibitors | Drosophila S2 Gal4-VP16 UAS-luciferase, luminescence, 20 h;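 further: Gal4-VP16 expression switched on by copper sulfate through the metallothionein promoter; potency means the concentration at half of the fitted maximal effect; on the % scale 0 is the no-effect control and ±100 the full control effect; nearly all actives have a fitted effect of over 50% in size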
# FLuc counter – firefly luciferase modulation, counter-screen for miR-21 project. P08659. purified FLuc, Km substrates, luminescence inhibition. 360,000 tested, 6.9% active. AID 588342. Potency, µM (highest dose often 57.5 µM), for inactives: at the highest dose activity change, negative = inhibition, actives largely listed as inhibitors;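 further: potency means the concentration at half of the fitted maximal effect; plate controls were vehicle for no effect and reference inhibitor for full effect; nearly all actives have a fitted effect of over 55% in size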
# Target sequence (P08659 whole entry, looked up): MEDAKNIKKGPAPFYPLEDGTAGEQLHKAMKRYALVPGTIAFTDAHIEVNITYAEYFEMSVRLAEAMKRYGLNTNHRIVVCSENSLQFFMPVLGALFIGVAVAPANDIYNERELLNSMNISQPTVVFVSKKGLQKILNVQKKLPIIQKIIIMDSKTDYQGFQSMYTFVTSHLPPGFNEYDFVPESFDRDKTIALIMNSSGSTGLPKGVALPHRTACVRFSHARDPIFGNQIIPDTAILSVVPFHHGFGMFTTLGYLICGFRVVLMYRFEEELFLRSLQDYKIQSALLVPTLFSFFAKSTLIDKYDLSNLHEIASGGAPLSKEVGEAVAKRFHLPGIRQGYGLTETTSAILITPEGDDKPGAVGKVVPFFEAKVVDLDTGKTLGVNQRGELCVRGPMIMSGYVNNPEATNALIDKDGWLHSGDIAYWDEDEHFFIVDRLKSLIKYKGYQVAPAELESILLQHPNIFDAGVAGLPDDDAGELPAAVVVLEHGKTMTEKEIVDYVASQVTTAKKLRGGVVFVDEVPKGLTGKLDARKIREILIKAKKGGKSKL
#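 Purified P. pyralis luciferase (10nM final) with 10uM D-luciferin and 10uM ATP (Km levels) in 50mM Tris acetate pH 7.5, 10mM Mg acetate, 0.01% Tween-20, 0.05% BSA; qHTS 6-point titration, ~60 µM downward; luminescence read.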
# Giardia killer – Giardia lamblia killing; Giardia lamblia trophozoite viability; activity change, % at 7.66 µM, hits read low; 340,000 tested, 0.15% active; in the data active means activity change below about -80%; inconclusive means between about -30% and that limit;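 further: parasites exposed to compound for two days anaerobically before the ATP read; on the % scale 0 is the no-effect control and ±100 the full control effect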
#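 Giardia lamblia trophozoites (100 cells/well) were incubated with compounds for 48 h at 37 deg C under anaerobic conditions. Viability was read as ATP content by one-step luminescence after 15-30 min at room temperature.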
# An asterisk follows results filed as active; ? = inconclusive; / = not tested or not shown; [ ] = another dose, or the depositor's remark. Unless noted, the call rests on the fitted dose curve; in most records, active means well fitted curve in the direction sought with a large enough effect; inconclusive means small, poorly fitted or top-dose-only effect, or another doubt; inactive means no such curve, though single readings can be large; an effect the other way counts as inactive or inconclusive.
canonical_smiles,RORg inh,Tb PFK inh,KCNH2 3.1 block,ELG1 genotox,uPA generation,NPC1 promoter act,Rab9 prom act,FBPA coupling cs,Gal4-VP16 FLuc,FLuc counter,Giardia killer
CC(C)(C)c1ccc2c(c1)N(CC(=O)N1CCOCC1)C(=O)CO2,0.7%,2.8%,4.9,3.5%,-4.6%,6.0%,3.6%,/,-2.2%,0.9%,-0.2
COc1cccc(-c2ccc(NC(=O)C3CCCN(Cc4cc(C)[nH]n4)C3)cc2)c1 (stereo not given),-11.3%,1.1%,-11.4,-0.1%,-0.9%,1.2%,-2.9%,1.2,16.3%,-19.8%,2.1
COc1ccc(C2=NOC(C(=O)Nc3ccc4c(c3)OCO4)C2)cc1 (stereo not given),29.0%,1.5%,12.1,1.3%,4.4%,-2.2%,4.0%,0.9,-18.1%,-14.9%,6.0
CCOc1ccc(OCCCC(=O)NCCOc2ccccc2OC)cc1,-15.4%,-2.3%,-11.5,-5.3%,3.3%,3.9%,-2.1%,/,-3.3%,6.2%,-10.7
Cc1ccc2c(c1)nnn2C1CCN(C(=O)c2ccccc2F)CC1,19.9%,-21.3%,-5.6,-3.2%,-5.6%,-0.6%,-12.9%,-0.4,6.9%,1.9%,-10.7
COCCN1C(=O)c2ccccc2C(C(=O)NCCCN2CCCC2=O)C1c1c[nH]c2ccccc12 (stereo not given),-4.4%,17.6%,10.7,5.1%,-0.6%,-0.7%,1.5%,0.4,-1.0%,-2.1%,-1.9
Cc1ccc(CN2C(=O)C(C)Oc3ccccc32)cc1 (stereo not given),37.6%,-0.4%,-7.0,2.9%,-21.3%,-1.5%,-1.5%,2.9,4.9%,5.5%,12.5
Oc1ccc(/C=N/N2CCCCC2)c(O)c1O,6.1%,-6.4%,1.2,-5.6%,-0.5%,-3.3%,0.0%,-53.0*,6.9%,?,-2.0
O=C1CCCC(O)=C1N=Nc1ccc(S(=O)(=O)N2CCOCC2)cc1,15.3%,-0.7%,10.5,-8.6%,4.1%,2.4%,-2.4%,-0.5,7.4%,3.2%,0.1
CC(=O)c1sc(NC(=O)C2CSC3(C)CCC(=O)N23)nc1-c1ccccc1 (stereo not given),/,-7.5%,-0.4,-2.7%,-0.5%,0.4%,-9.0%,/,/,-11.6%,-14.1
Cn1c(=O)c2c(nc(Cl)n2Cc2ccncc2)n(C)c1=O,-15.1%,-2.0%,-5.2,0.2%,-7.7%,-1.0%,-1.7%,5.4,13.9%,11.1%,0.9
COc1ccccc1CNC(=O)CC1Sc2ccccc2NC1=O (stereo not given),-4.2%,-0.2%,1.1,-0.6%,-1.5%,1.6%,-0.1%,0.0,0.0%,-3.9%,11.4
N#C/C(=C\c1ccc2c(c1)OCCO2)C(=O)Nc1nccs1,-19.8%,2.6%,3.4,10.2%,-1.0%,1.7%,0.8%,1.4,19.8%,0.601µM*,6.4
COc1ccc(C(=O)N2CCCC(C(=O)N3CCN(c4ccccc4)CC3)C2)cc1 (stereo not given),-10.4%,-3.3%,2.1,-7.2%,-0.8%,-1.9%,1.1%,3.9,-5.3%,-1.0%,15.7
C/C(CC(=O)Nc1ccc2c(c1)OCCO2)=N\NC(=O)c1ccccn1,?,11.6%,6.3,?,-18.6%,-0.8%,4.1%,0.3,?,-4.8%,12.1
O=C1CCNc2ccc(-c3ccccc3)cc21,-2.6%,-2.3%,-2.1,?,1.3%,?,21.5%,-2.1,-9.0%,15.1µM*,10.3
Cc1cc(C)cc(N(CC(=O)NC2CCCC2)C(=O)CCC(=O)Nc2nc(C)cs2)c1,8.0%,7.0%,-3.7,-22.1%,-0.4%,-0.2%,2.8%,3.3,-11.1%,0.1%,-1.7
COc1ccccc1CNC(=O)CN(C)S(=O)(=O)c1ccc2c(c1)c(=O)n(C)c(=O)n2C,-6.8%,-4.5%,20.2,-0.2%,-2.6%,0.8%,-0.7%,/,-7.2%,-1.5%,28.2
CN1C(=O)C2ON(c3ccccc3)C(c3cccs3)C2C1=O (stereo not given),12.8%,-6.7%,14.5,-5.9%,8.6%,-4.3%,-2.8%,0.0,3.7%,4.2%,2.8
O=C(CCCN1C(=O)c2cccc3cccc(c23)C1=O)N1CCN(c2ccccc2O)CC1,?,-1.6%,-2.0,-10.4%,-5.4%,4.4%,-2.7%,-3.6,-0.9%,2.3%,-7.8
O=C(O)c1cccc(NS(=O)(=O)c2ccc3c(c2)OCCCO3)c1,-7.8%,-1.6%,4.5,0.9%,2.3%,-8.5%,-1.0%,14.1,-14.6%,?,8.6
COCCNC(=O)[C@H]1N2C(=O)c3c(ccc(OC)c3OC)C2SC1(C)C (stereo not given in full),7.8%,-1.2%,5.2,1.0%,-0.6%,-8.1%,-3.8%,6.9,0.1%,0.8%,5.7
COc1cccc(CC(=O)Nc2cc(S(=O)(=O)N3CCOCC3)ccc2N2CCOCC2)c1,-1.0%,3.1%,5.8,-1.6%,3.0%,-0.6%,0.1%,-0.4,-5.2%,5.5%,-2.7
CCOC(=O)Cc1csc(NC(=O)CSc2nnnn2-c2ccc(C)c(C)c2)n1,?,-2.7%,-20.4,0.1%,0.8%,-3.2%,0.7%,4.4,-2.5%,-2.1%,-7.1
Cc1ccc(CCNC(=O)C2CCCN(S(=O)(=O)N3CC(C)CC(C)C3)C2)cc1 (stereo not given),-17.8%,1.9%,-14.4,-6.1%,-7.0%,-1.3%,2.8%,0.7,-8.3%,0.9%,5.4
CC(=O)c1ccc(S(=O)(=O)N(C)CCCC(=O)NCc2ccc3c(c2)OCO3)cc1,/,-0.2%,31.5,1.9%,-5.2%,1.8%,-1.3%,/,/,13.6%,12.0
COc1cccc(NC(=O)Nc2cc(C(=O)O)ccc2C)c1,4.3%,-5.1%,8.6,2.2%,1.5%,-1.5%,-2.4%,-0.1,-6.6%,?,19.5
O=C(CSc1nnnn1-c1ccccc1)N1CCCc2ccccc21,15.1%,-4.8%,4.2,0.1%,1.1%,1.9%,6.8%,2.6,1.4%,-6.9%,18.7
COc1ccc(C(=O)c2c3ccc([N+](=O)[O-])cc3[n+]([O-])n2CCCN)cc1,/,-0.8%,11.6,?,0.794µM*,-6.6%,-36.8%[inhibitor],/,/,?,?
Cc1ccc(CNC(=O)c2cc3c(=O)n(C)c4ccccc4c3n2C)o1,-2.4%,-7.2%,-15.6,2.3%,14.5%,-0.5%,-3.3%,2.8,-8.8%,-1.1%,-6.2
c1cc(Nc2cccc3nccnc23)c2nccnc2c1,0.282µM*,0.1%,13.0,?,-11.1%,-15.2%,1.1%,0.3,1.12µM*,-19.1%,25.2
CCN(CC)c1ncnc2c1cnn2C,12.3%,-4.7%,18.1,5.4%,-2.2%,-0.3%,7.9%,2.3,1.8%,5.0%,-4.9
Cc1ccc(NC(=O)c2cc(S(=O)(=O)N3CCCCC3)cs2)cc1,19.9%,0.3%,-16.4,-11.3%,3.6%,-2.1%,1.8%,0.3,4.7%,-3.8%,5.9
Cc1nc2sc(C(c3ccco3)N3CCN(c4cccc(Cl)c4)CC3)c(O)n2n1 (stereo not given),-25.8%,-11.8%,0.0,-0.6%,3.4%,-2.7%,-1.4%,0.3,0.8%,3.7%,5.7
CC(/C=C/c1ccccc1)=N/NC(=O)Cn1nnc(N)n1,-12.6%,2.6%,-4.2,0.1%,4.0%,0.3%,-0.3%,-2.6,-3.1%,0.1%,8.2
O=C1N=C(N2CCCC2)CN1c1ccccc1,-6.1%,-0.4%,10.5,-4.4%,-6.0%,-0.5%,-5.9%,-3.1,-6.9%,-2.0%,4.6
COc1ccc(OC)c([C@@H]2OCCC=C[C@H]2C)c1,17.7%,-0.7%,-1.9,2.5%,0.0%,-3.4%,2.2%,-1.1,?,0.2%,5.4
C=CCn1c(-c2csc3ccccc23)n[nH]c1=S,3.55µM*,-5.5%,-16.6,-1.4%,/,-2.3%,0.5%,0.1,6.31µM*,-1.3%,-23.6
C[C@@H](C(=O)Nc1ccccc1N1CCOCC1)N1C(=O)C2CC=CCC2C1=O (stereo not given in full),39.3%,2.2%,-2.3,-0.2%,-0.3%,1.2%,0.8%,-1.3,12.5%,-0.5%,13.5
COc1ccc(NC(=S)N(CCCN2CCOCC2)C(C)c2cc3ccccc3o2)cc1 (stereo not given),10µM*,2.1%,?,15.6%,3.7%,-4.7%,-1.9%,7.0,-26.5%,-1.3%,-8.2
